High-throughput results (PubChem BioAssay)
APEX1 inh: blocks human APE1 abasic DNA cleavage; recombinant APE1, TAMRA/BHQ-2 abasic DNA cleavage fluorescence; actives 0.35% (n = 350,000); P27695; Potency, µM (top dose mostly 65.8 µM), for the others: at the highest dose activity change, negative = inhibition, most hits filed as inhibitors;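 also: potency is read from the fitted curve at half-maximal effect; plate controls were vehicle for no effect and reference inhibitor for full effect; nearly all actives have a fitted effect of over 55% in size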
Target sequence (P27695 whole entry, looked up): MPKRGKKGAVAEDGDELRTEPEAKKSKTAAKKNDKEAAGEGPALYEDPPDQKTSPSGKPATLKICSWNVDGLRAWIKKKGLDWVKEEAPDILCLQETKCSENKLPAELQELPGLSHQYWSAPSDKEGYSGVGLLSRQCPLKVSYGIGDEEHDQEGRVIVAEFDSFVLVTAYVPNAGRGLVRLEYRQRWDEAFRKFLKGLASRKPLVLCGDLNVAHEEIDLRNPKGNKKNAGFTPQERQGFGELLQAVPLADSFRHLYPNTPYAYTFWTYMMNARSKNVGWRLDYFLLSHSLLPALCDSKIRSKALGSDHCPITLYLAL
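Activity was derived from the fluorescence gain between first and third kinetic reads (60 s intervals, ex 525/em 598 nm) after 50 nM THF-abasic TAMRA/BHQ-2 duplex was added to 0.75 nM APE1 preincubated 15 min with compound.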
Pol eta inh: DNA polymerase eta (human) inhibition | Q9Y253 | recombinant Pol eta, fluorescent DNA replication assay | Potency, µM (highest dose often 114 µM), without a hit: top-dose activity change, negative = inhibition, hits mostly inhibitors | actives 1.2% (n = 390,000) | AID 588591; also: potency is read from the fitted curve at half-maximal effect; % is scaled to controls: 0 for no effect and ±100 for the full control effect
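Pol eta (10 nM) was preincubated with compounds for 15 min at room temperature, after which fluorescent replication substrate (50 nM final) was added to start the reaction. Fluorescence was read kinetically at 0 and 10 min.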
Pol kappa inh: DNA polymerase kappa (human) inhibition. Potency, µM (titrated, usually from 107 µM), for the others: top-dose activity, negative = inhibition, most hits filed as inhibitors. actives 0.53% (n = 400,000). purified Pol kappa, fluorescent DNA synthesis assay, 10 min. AID 588579; also: potency is read from the fitted curve at half-maximal effect; % is scaled to controls: 0 for no effect and ±100 for the full control effect
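Activity was followed as the change in fluorescence between reads at 0 and 10 min after starting the reaction with 50 nM substrate. Beforehand, 10 nM polymerase had been preincubated with compound for 15 min at room temperature.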
Apoferritin bind: candidate novel general anesthetic via apoferritin binding; apoferritin/1-aminoanthracene competitive binding, fluorescence; Potency, µM (titrated, usually from 77.5 µM), without a hit: at the top dose activity change, negative = displacement, most hits filed as inhibitors; P02791; AID 485281; actives 0.074% (n = 350,000); also: potency is read from the fitted curve at half-maximal effect; % is scaled to controls: 0 for no effect and ±100 for the full control effect; nearly all actives have a fitted effect of over 20% in size
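10 uM apoferritin + 50% sat. 1-AMA, PBS; cpd 10 min RT; Ex380/Em535 endpoint; normalized to free probe vs complex; 4-param Hill fit; propofol titration as pos. ctrl.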
RGS4 inhibitor: blocks human RGS4-accelerated GTP hydrolysis; actives 0.039% (n = 390,000); AID 504845; Transcreener GDP fluorescence polarization, RGS4-accelerated GTP hydrolysis; Potency, µM (doses to about 114 µM), without a hit: at the top dose activity change, negative = inhibition, usual class: inhibitors; also: potency is read from the fitted curve at half-maximal effect; % is scaled to controls: 0 for no effect and ±100 for the full control effect; nearly all actives have a fitted effect of over 75% in size; some results filed as inactive show a strong effect at the top dose
Target sequence (P49798 whole entry, looked up): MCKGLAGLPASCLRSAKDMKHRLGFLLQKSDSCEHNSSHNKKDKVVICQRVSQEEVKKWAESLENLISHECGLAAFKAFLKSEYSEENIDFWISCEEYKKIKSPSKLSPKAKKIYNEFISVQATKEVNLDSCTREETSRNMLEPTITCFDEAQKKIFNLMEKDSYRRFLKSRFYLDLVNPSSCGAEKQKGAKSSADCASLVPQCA
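MLSMR compounds (23 nl, pin-transferred) preincubated 10 min at room temperature with a 500nM (2x) first reagent, then RGS4 at 900nM (2x) plus Transcreener GDP mix added; fluorescence polarization (620/688 nm) read before and after 90 min at 30 °C.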
ERG Ets-DNA blk: ERG Ets/DNA interaction inhibition; P11308; fluorescence polarization, His-ERG Ets domain / labelled DNA; Potency, µM (titrated, usually from 76.9 µM), for inactives: at the top dose FP activity, negative = inhibition, usual class: inhibitors; actives 0.028% (n = 370,000); AID 624246; active = well fitted inhibition curve with a large enough effect in the polarisation, with a control signal flat; inconclusive = small, poorly fitted or top-dose-only effect, or effect the other way, or a change in a side signal; inactive = no such curve, though single readings can be large or run the other way; the % refers to the polarisation;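 also: polarization taken with two DNA probes labelled with fluorescein and Texas red; potency is read from the fitted curve at half-maximal effect; % of control where 0% means no effect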
Target sequence (P11308 whole entry, looked up, the tested form may be a part): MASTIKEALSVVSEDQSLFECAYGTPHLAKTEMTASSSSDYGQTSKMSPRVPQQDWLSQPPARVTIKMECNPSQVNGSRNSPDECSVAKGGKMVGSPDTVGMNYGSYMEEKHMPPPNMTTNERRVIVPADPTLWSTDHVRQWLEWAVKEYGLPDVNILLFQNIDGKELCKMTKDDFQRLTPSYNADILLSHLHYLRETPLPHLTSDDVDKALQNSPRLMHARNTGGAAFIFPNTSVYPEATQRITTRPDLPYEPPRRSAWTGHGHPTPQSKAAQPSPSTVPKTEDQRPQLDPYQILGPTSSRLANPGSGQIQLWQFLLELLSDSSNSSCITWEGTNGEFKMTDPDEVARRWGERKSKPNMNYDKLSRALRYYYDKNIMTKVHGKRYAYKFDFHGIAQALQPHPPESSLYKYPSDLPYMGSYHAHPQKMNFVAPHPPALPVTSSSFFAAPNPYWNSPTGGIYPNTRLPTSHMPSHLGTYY
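His-tagged ERG Ets domain (1 uM in the protein solution; 300mM KCl, 50mM Tris-HCl, 1mM EDTA, 1mM DTT, pH 7.5) received compound, then a probe mix of 5 nM fluorescein-DNA and 100nM Texas-615-DNA. Fluorescence polarization was read for both dyes.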
POLB inh: DNA polymerase beta (human) inhibition. P06746. Pol beta primer extension/strand displacement, fluorescence kinetic. Potency, µM (top dose mostly 114 µM), without a hit: at the highest dose activity change, negative = inhibition, actives largely listed as inhibitors. actives 1.3% (n = 340,000). AID 485314; also: potency is read from the fitted curve at half-maximal effect; % is scaled to controls: 0 for no effect and ±100 for the full control effect
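Curves were derived by four-parameter Hill fits of normalized qHTS data. The kinetic fluorescent primer-extension read was taken at 0 and 10 min after 50 nM substrate, following a 15 min room-temperature preincubation of 10 nM enzyme with compounds.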
ALOX12 inh: inhibitors of human 12S-lipoxygenase ALOX12; purified 12hLO, xylenol orange hydroperoxide absorbance; actives 1.1% (n = 580,000); Potency, µM (series often up to 108 µM), without a hit: at the top dose activity change, negative = inhibition, hits mostly inhibitors; also: potency is read from the fitted curve at half-maximal effect; % is scaled to controls: 0 for no effect and ±100 for the full control effect
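Hydroperoxide product was detected by ferrous iron/xylenol orange as the 573 to 405 nm absorbance ratio. Arachidonic acid at 40 uM (final) was turned over for 30 min at room temperature by 150 nM human 12hLO, pH 7.0 Hepes buffer, after 15 min compound preincubation.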
LDHA inh: LDHA (human) enzyme inhibition | P00338 | purified LDHA, NADH/diaphorase-resazurin fluorescence; active compounds read low | activity change, % (values are at about 110 or 230 µM) | actives 0.15% (n = 480,000); in the data active = activity change below about -30%; inconclusive = mostly about -25% to -30%;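 also: plate controls were DMSO wells for no effect and wells without enzyme for full effect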
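LDH5 2 nM; NADH 0.06 mM, pyruvate 0.2 mM; 200 mM Tris pH 7.4, EDTA, Tween-20; 5 min RT. Detection: diaphorase 0.133 mg/mL + resazurin 37 µM, fluorescence ex540/em590 at 0 and 20 min; normalized to enzyme-free and DMSO wells.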
The depositor's hits bear a star; u = inconclusive; x = not tested or not shown; & = joins results of further samples; [ ] = dose if it differs, or a comment. Unless noted, calls follow the shape of the dose curve; as a rule, active = well fitted curve in the direction sought with a large enough effect; inconclusive = small, poorly fitted or top-dose-only effect, or another doubt; inactive = no such curve, though single readings can be large; an effect the other way counts as inactive or inconclusive.

SMILES | APEX1 inh | Pol eta inh | Pol kappa inh | Apoferritin bind | RGS4 inhibitor | ERG Ets-DNA blk | POLB inh | ALOX12 inh | LDHA inh
CCOC(=O)c1ccc2c(c1)N(CC(=O)Nc1ccc(CC)cc1)C(=O)c1ccccc1S2 | x | -20% | 1%[60.1 µM] | -3% | -36% | 6% | -30% | 0% | 1
CCOC(=O)COc1ccc(-c2nnc(-c3ccccc3)o2)cc1 | -6% | 8% | 0% | -4% | 25% | -8% | -16% | 0% | -8
CC1=C(C(=O)Nc2ccccc2C(=O)N2CCCCC2)SCCO1 | 49%[activator] | -13% | 6% | -3% | -17% | 10% | 1% | -7% | -2
Cc1ccc(NC(=O)CSc2nncn2C)c(C)c1 | x | -9% | -21% | -7% | -15% | 2% | 7% | -25% | 2
O=c1c(-c2ccc(Br)cc2)[n+]([O-])c2ccccc2n1OCc1ccccc1 | -1% | -17% | 0% | 7% | 4% | -8% | -4% | 497%[activator] | -3
O=C(NCc1nc2ccccc2[nH]1)c1ccc(Cl)c(S(=O)(=O)N2CCCC2)c1 | u | u | u | -2% | 7% | -2% | u | 2% | -2
COCP(=O)(c1ccccc1)c1ccccc1 | 2% | -4% | -3% | -5% | 13% | x | -2% | 2% | -2
O=C(c1ccccc1)N1CCN(S(=O)(=O)c2cccs2)CC1 | 40% | 3% | 1% | -6% | 28% | -4% | -15% | -2% | -11
Cc1cccc(N2CCN(S(=O)(=O)c3c(C)noc3/C=C/N(C)C)CC2)c1C | -6% | -18% | -1% | -9% | 12% | -4% | 13% | u | -18
COc1cc(CC(=O)Nc2ccc3nc(C)sc3c2)cc(OC)c1OC | -1% | -2% | -1% | -9% | 9% | 3% | 20% | -10% | -4
COc1ccc2c(c1)c1ccccc1n2C | -7% | -2% | -11% | -7% | 12% | 9% | -2% | 0% | 0
Nc1nnc(SCc2cccnc2)s1 | 7% | 0% | -1% | -10% | 18% | -7% | 8% | 14% | -12
COc1ccc(C2=NN(Cc3c(F)cccc3Cl)C(=O)CC2)cc1 | 9% | -4% | -7% | -11% | 13% | -5% | 25% | 7% | -9
O=[N+]([O-])c1cccc(/C=C/c2ccccn2)c1 | -2% | 0% | -9%[60.1 µM] | -12% | 40% | 10% | -1% | 0% | -7
CC1(C)CC2CC(C)(CN2S(=O)(=O)c2cccc(C(=O)O)c2)C1 (centres undefined) | 9% | -20% | 10% | x | -14% | 9% | x | 67% | -1
C#CCOCCOCCOCCNc1nc(N2CCN(C(=O)C([C@@H](C)O)n3cc([C@@H](N)CCCCN)nn3)CC2)nc(N2CCN(C(=O)C([C@@H](C)O)n3cc([C@@H](N)CCCCN)nn3)CC2)n1 (some centres undefined) | 4% | -14% | -4% | x | -12% | 2% | x | -13% | 2
Cc1ccc(Cl)cc1N1C(=O)N(Cc2ccc(C#N)cc2)c2ccccc2S1(=O)=O | x | -17% | -3%[60.1 µM] | -1% | 14% | -1% | 1% | -11% | -4
COCCNC(=O)c1nc2c(nnn2Cc2cc(C)ccc2C)c(=O)[nH]1 | 5% | 5% | -1% | -1% | 4% | x | 3% | u | 0
O=C(Nc1ccc(Cl)cn1)c1ccccc1SCc1ccccc1 | -18% | -15% | 0% | -10% | -20% | 0% | 51% | -5% | 1
O=C(NN1CC(=O)N(c2cc(Cl)cc(Cl)c2)CC1=O)c1cccs1 | -1% | -4% | -3% | 0% | 6% | 2% | -1% | 0% | -4
COc1cc(CC(=O)O)c(C(C)=O)cc1OC | 3% | -5% | 4% | -6% | 6% | 4% | 83% | 0% | -5
O=C(NNC(=O)C1CCC(C(=O)NNC(=O)c2cccs2)CC1)c1cccs1 (centres undefined) | u | -6% | -25% | -9% | 0% | -3% | -2% | 25% | -6
COC(=O)C1=C(O)/C(=C\c2ccc(CNC(=O)C(=O)Nc3ccc(C)cc3)o2)N=C1C | -10% | u | -43% | u | u | -7% | u | u | 10
O=C(NCc1nnc(SCC(=O)N2CCCCCC2)o1)c1ccc(F)cc1 | 69%[activator] | -15% | -7% | u | -49% | 10% | 2% | 19% | 0
CCc1nnc(NC(=O)CSc2nc(-c3ccccc3)cc(-c3ccc(F)cc3)c2C#N)s1 | -10% | -13% | -11% | -7% | 12% | -6% | 15% | 3% | -9
CCCCC1=CC2=CC(=O)C(C)(OC(=O)CC)C(=O)C2=CN1c1ccc(OC)cc1 (centres undefined) | -3%[12.4 µM] | 17% | -4% | -15% | -7% | -4% | u | 207%[activator] | -9
O=C(Nc1cccc([N+](=O)[O-])c1)c1ccc2c(c1)C(=O)N(c1ccccn1)C2=O | u | -20% | -11% | 2% | 13% | -3% | 45µM* | u | -11
COC1OC(CO)C(O)C(O)C1O (centres undefined) | -4% | -10% | -5% | -4% | 9% | -7% | 2% | 8% | -8
Cc1cc(=O)c(C(=O)O)cn1Nc1ccc(Cl)cc1 | 4% | -8% | -11% | -13% | -12% | -3% | -3% | u | 1
CCOc1ccc(N2CC(c3nc4ccccc4n3CCOc3ccc(OC)cc3)CC2=O)cc1 (centres undefined) | x | u | -23% | -2% | u | -3% | 1% | -20% | 2
COc1cccc(-c2[nH]nc3c2C(c2ccsc2)C(C#N)=C(N)O3)c1 (centres undefined) | 1% | -17% | -9% | -7% | -53% | 4% | -1% | u | 24
C[C@H](CO)N1C[C@H](C)[C@@H](CN(C)C(=O)Nc2ccc(C(F)(F)F)cc2)Oc2c(NC(=O)c3ccncc3)cccc2C1=O | -12% | -13% | -1% | x | -5% | 1% | x | 3% | 3
Cc1cccnc1CCNC(=O)C1CCC(=O)N(Cc2cccc(F)c2)C1 (centres undefined) | -5% | -14% | -11% | -4% | -2% | -2% | 2% | 0% | -6
Cc1ccc(S(=O)(=O)NC(=O)c2ccc(-c3ccc(C)c4ccccc34)o2)cc1 | u | 32µM* | u | -3% | -31% | -3% | u | 35µM* | -2
CC1CCCCN1CC(O)COCc1ccc(Cl)cc1 (centres undefined) | -21% | -21% | -7% | -9% | -10% | 27% | 16% | -12% | -6
COc1ccc2ccc3c(c2c1)N=C[C@]1(O3)N(C)c2ccccc2C1(C)C | -4% | 71µM* | -8% | 6% | -83%[11.4 µM] | 2% | 14% | u | 32
COCCn1ccc2c(OCC(=O)NCc3ccc(C)cc3)cccc2c1=O | -2% | -18% | -13% | x | -25% | -2% | x | 27% | -4
CC(C)(C)C(=O)c1cnc(Nc2ccccc2Cl)s1 | 16% | -18% | -8% | u | -5% | -2% | -3% | 172%[activator] | -7
CCN(CC)S(=O)(=O)c1cc(-c2onc(C)c2C)ccc1OC | x | -22% | -14% | -17% | -14% | -9% | u | u | -1
Cc1cc(C)c(NC(=O)CSc2nccn2-c2cccc(Cl)c2)c(C)c1 | x | -20% | 0%[60.1 µM] | u | -17% | -1% | 0% | u | 6
COc1ccc(-c2nc3ccccc3c(=O)n2CCOc2ccccc2C)cc1 | 5% | -13% | 8% | -10% | -10% | 0% | 45% | 7%&-3% | 7&2
CCOC(=O)[C@H]1[C@H]2COc3cc(OC)ccc3[C@@H]2N2C(=O)c3ccc(C)cc3NC(=O)[C@@]12C | 12% | -22% | -6% | x | -11% | -7% | x | -9% | -1
Cc1oc2ncnc(N3CCOCC3)c2c1C(=O)NCCc1ccccc1 | x | -21% | -4% | -2% | -1% | 4% | 0% | -29% | 4
O=C(CCCNC(=O)c1ccc(Cl)cc1)Nc1ccccc1C(F)(F)F | 9% | -11% | 10% | -16% | 5% | 0% | 38% | 0% | -1
CC(C)NC(=O)c1onc(CSc2ccccc2F)c1C(=O)O | 3% | -1% | -5% | -3% | -13% | -2% | 0% | -6% | -18
O=C1OC(/C(=C\Nc2ccccc2)[N+](=O)[O-])c2ccccc21 (centres undefined) | 0% | -14% | -10% | -8% | -2% | -8% | 6% | -1% | -10
Cc1ccc(S(=O)(=O)N(C)c2ccc(C(=O)NCC(c3ccco3)N(C)C)cc2)cc1 (centres undefined) | -4% | -13% | -3% | x | -1% | 8% | x | 345%[activator] | 0
COc1ccc(/C=C/C(=O)Nc2cc(C(F)(F)F)ccc2Cl)cc1 | -1% | -5% | -14% | -15% | 11% | x | 77% | 1% | -2
Cc1cc(NC(=O)CSc2nc(CC(C)(C)C)nc3c2c(=O)n(C)c(=O)n3C)no1 | -6% | -9% | 3% | 4% | -3% | 16% | -21% | 7% | -1

Entries of single compounds from above:
Cc1cc(NC(=O)CSc2nc(CC(C)(C)C)nc3c2c(=O)n(C)c(=O)n3C)no1 as listed: APEX1 inh = -6%; Pol eta inh = -9%; Pol kappa inh = 3%; Apoferritin bind = 4%; RGS4 inhibitor = -3%; ERG Ets-DNA blk = 16%; POLB inh = -21%; ALOX12 inh = 7%; LDHA inh = -1
COc1ccc(/C=C/C(=O)Nc2cc(C(F)(F)F)ccc2Cl)cc1 as listed: APEX1 inh = -1%; Pol eta inh = -5%; Pol kappa inh = -14%; Apoferritin bind = -15%; RGS4 inhibitor = 11%; ERG Ets-DNA blk = x; POLB inh = 77%; ALOX12 inh = 1%; LDHA inh = -2

The list is partial; count on the stated rates, not on these rows.
